# Assay outcomes deposited in PubChem BioAssay by ICCB-Longwood Screening Facility, Harvard Medical School.
# PV pol inh: poliovirus RdRp elongation inhibitors, primary screen, biochemical, fluorescence polarization, total intensity; poliovirus polymerase elongation; hits give low values; % elongation, % (compound at 16.7 µg/mL); hit rate 0.66% among 150,000; AID 588519, 2011; in the data active means % elongation below about 90%; further: some results filed as inactive read as strong as hits
# Target sequence (P03300 1749-2209 limits assumed): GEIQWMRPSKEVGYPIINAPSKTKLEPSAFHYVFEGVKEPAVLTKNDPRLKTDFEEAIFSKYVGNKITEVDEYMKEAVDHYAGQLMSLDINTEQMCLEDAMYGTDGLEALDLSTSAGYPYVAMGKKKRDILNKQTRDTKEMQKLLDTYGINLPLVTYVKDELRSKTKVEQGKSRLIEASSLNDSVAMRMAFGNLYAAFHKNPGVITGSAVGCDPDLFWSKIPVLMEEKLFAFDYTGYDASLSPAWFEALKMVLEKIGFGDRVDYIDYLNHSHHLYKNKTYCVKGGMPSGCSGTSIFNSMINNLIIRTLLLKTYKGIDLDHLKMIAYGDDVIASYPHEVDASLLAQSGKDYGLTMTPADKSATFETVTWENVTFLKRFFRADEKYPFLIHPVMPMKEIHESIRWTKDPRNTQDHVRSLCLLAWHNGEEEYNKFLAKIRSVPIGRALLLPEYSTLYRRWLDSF
# PV pol inh FP z-score: further read-out of PV pol inh, marked with its call; z-score; measured here: FP z-score; hits read low
# Numbers without * were called inactive.
SMILES,PV pol inh,PV pol inh FP z-score
COc1ccc(-c2cc(C(=O)Nc3cc(C)nn3-c3ccccc3)no2)cc1OC,109,0.9
Cc1cc(Cl)ccc1NC(=O)CCS(=O)(=O)c1ccc2c(c1)CC(C)N2C(=O)C1CC1 (stereo not given),115,1.4
CCOc1cc(C2NC(=O)c3ccccc3O2)ccc1OCC(=O)OC (stereo not given),103,0.4
COc1ccc2c(c1)CCc1c(C(=O)Nc3cnn(Cc4ccc(Cl)cc4Cl)c3)noc1-2,103,-0.5
C[N+](C)(C)CCOP(=O)([O-])OP(=O)(O)OC[C@H]1OC(n2ccc(N)nc2=O)[C@H](O)[C@@H]1O (stereo not given in full),101,0.2
COc1ccc(Cn2nnc3c(=O)[nH]c(C4CCCN(C(=O)c5ccc(C)cc5)C4)nc32)cc1 (stereo not given),106,-0.2
CCOc1ccc2nc(Cl)c(CN(Cc3ccco3)C(=O)N(C)C)cc2c1,102,0
COc1ccc(OC)c(C2c3c(oc4ccc(C)cc4c3=O)C(=O)N2CCCN(C)C)c1 (stereo not given),103,-1
C=CCn1cnc2scc(-c3ccc(Cl)cc3)c2c1=O,104,0.1
CCS(=O)(=O)N1CC(=O)N(c2ccc(Cl)cc2C)C(C)(C(=O)NC2CCCCCC2)C1 (stereo not given),101,-1
COc1ccccc1/C=C/c1nc(C#N)c(NC2CCCCC2)o1,101,-1.7
COc1ccc(CNC(=O)C2CCN(S(=O)(=O)c3ccc4nc5c(c(C(=O)O)c4c3)CC(C)CC5)CC2)cc1 (stereo not given),106,-1.2
CC(C)Oc1cccc(C(=O)Nc2ccc3oc(-c4ccccc4)nc3c2)c1,105,0.4
O=C(NCc1ccccc1)c1ccc2c(c1)nc1n2CCOC1,113,1
O=C(O)COc1ccc(C(=O)NCc2ccccc2)cc1,102,0.5
CCOC(=O)c1ccc(CN(Cc2ccc(F)cc2)S(=O)(=O)c2cc(C(=O)Nc3ccccc3CC)ccc2F)cc1,115,1.6
CN1CCC(N(C)C(=S)NC2CCCCC2)CC1,100,-0.2
Cc1cccc(-n2ncc3c(N4CCCC4)ncnc32)c1,104,1.4
O=C(CSc1nc2c(cnn2-c2ccc(Cl)cc2)c(=O)[nH]1)Nc1ccc(F)cc1,103,0.9
Cc1sc2nc(SCC(=O)N3CCCCC3)[nH]c(=O)c2c1C,100,0
CN(C)S(=O)(=O)c1ccc(C(=O)Nc2nc3c(s2)CCc2ccccc2-3)cc1,102,0
COCCn1nnnc1C(c1ccncc1)N1CCCC1 (stereo not given),94,-2.8
COc1ccc(CNC(=O)NC(=O)c2ccccc2)cc1,101,-0.2
C=CCn1c(=S)sc2c(=O)n(Cc3ccc(Cl)cc3)cnc21,100,-0.4
O=S(=O)(c1ccccc1)c1nnn2c1nc(N1CCc3ccccc31)c1sccc12,103,0.8
O=C(CCc1cccs1)NC1=NCCS1,103,-0.1
Cc1cccc(N2CC(C(=O)Nc3ccc4c(c3)OCO4)CC2=O)c1C (stereo not given),104,0.6
Cc1cccc(C(=O)Nc2cccc(C(=O)OCc3cc(=O)n4nc(C(C)C)sc4n3)c2)c1,101,-1.2
FC(F)(F)c1ccccc1Nc1nc(-c2cccnc2)cs1,102,0.2
O=C(OCn1nnc2ccccc2c1=O)C12CC3CC(CC(C3)C1)C2,99,-1.2
C/C(CC(=O)c1ccccc1)=N\n1cnnc1,104,0.1
CC(=O)N(CCN(C)C)c1nc2cc(C)cc(C)c2s1,103,0.2
O=C(Nc1ccc(Br)cc1)c1cccc(C(=O)Nc2ccc(Br)cc2)c1,105,0.3
CCN(CC(=O)Nc1ccc(OC)cc1)CC(=O)Nc1ccc(C(N)=O)cc1,101,0
COCC(C)Nc1nc(-c2ccccc2F)cs1 (stereo not given),101,-0.1
NC(=O)/C(=C/c1ccc2c(c1)OCO2)NC(=O)c1ccc(Br)cc1,101,0
CC(=O)Nc1ccc(S(=O)(=O)N(Cc2ccccc2)Cc2ccccc2)cc1,110,1
CC(C)Oc1ccc(CNC(=O)c2cc3ccccn3n2)cc1,110,0.7
NC(=O)c1c(C(F)(F)F)cc(-c2ccccc2)nc1NCCO,101,-0.1
COCCN1Cc2cccc(C(=O)NCc3cccnc3)c2C1=O,101,0.4

# Retrieved by structure from the list above (five):
SMILES,PV pol inh,PV pol inh FP z-score
Cc1cccc(N2CC(C(=O)Nc3ccc4c(c3)OCO4)CC2=O)c1C (stereo not given),104,0.6
CC(C)Oc1ccc(CNC(=O)c2cc3ccccn3n2)cc1,110,0.7
CC(=O)N(CCN(C)C)c1nc2cc(C)cc(C)c2s1,103,0.2
O=C(CCc1cccs1)NC1=NCCS1,103,-0.1
C/C(CC(=O)c1ccccc1)=N\n1cnnc1,104,0.1

# The main list resumes, starting 3 compounds before the break.
SMILES,PV pol inh,PV pol inh FP z-score
CC(C)Oc1ccc(CNC(=O)c2cc3ccccn3n2)cc1,110,0.7
NC(=O)c1c(C(F)(F)F)cc(-c2ccccc2)nc1NCCO,101,-0.1
COCCN1Cc2cccc(C(=O)NCc3cccnc3)c2C1=O,101,0.4
COc1cc2c(cc1OC)C(C(=O)N1CCCC1)C(c1ccccc1F)N(C)C2=O (stereo not given),101,0.2
Cc1cc(OCC(O)CN2CCN(c3cccc(Cl)c3)CC2)ccc1Cl (stereo not given),105,0
Cn1c(=O)n(C)c2cc(S(=O)(=O)N(Cc3ccccc3)C(=O)c3ccncc3)ccc21,101,-0.5
CN1CCN(C(=O)c2cc3c(n(-c4ccccc4)c2=O)CCCC3=O)CC1,101,-0.2
O=C(CN1C(=O)C2C3C=CC(C3)C2C1=O)Nc1ccccc1 (stereo not given),104,0.3
CC1CCc2c(cc(-c3ccccc3)n2-c2ccc(C(=O)NCCN3CCN(C)CC3)cc2)C1 (stereo not given),100,-0.3
CCS(=O)(=O)c1ccccc1C(=O)O,105,1.3
CC1CN(C(=O)COC(=O)c2ccccc2NS(C)(=O)=O)CC(C)O1 (stereo not given),103,0.1
CCOC(=O)C1=C(C)Nc2ccccc2N=C1NC(=O)Cc1coc2cc(C)c(C)cc12,103,0.1
Nc1nn2c([n+]1N)N=C(c1ccccc1)C2,105,0.2
CN(c1ccnc(C(=O)NCc2ccccn2)c1)S(=O)(=O)c1ccccc1,101,0.1
COc1cc2c(C(=O)N3CCN(c4cc(Cl)ccc4C)CC3)cn(CC(C)C)c(=O)c2cc1OC,102,-0.3
O=c1oc(-c2cc3c(s2)CCC3)nn1CCN1CCCC1,101,-0.2
Cc1c(C(=O)N2CCCC2)oc2ccc3c(c12)C(O)CC1(CCCCC1)O3 (stereo not given),101,-0.9
COc1ccccc1C(CC(=O)NC1CCOC(C)(C)C1)c1ccc(OC(C)C)cc1 (stereo not given),103,0.5
CCc1nnc(NC(=O)CSCc2cc(=O)c3ccc(C)cc3[nH]2)s1,103,-0.6
Cn1c(=O)cc(Nc2ccc(F)c(Cl)c2)c2ccccc21,103,0.3
CCNC(=O)CC1C(=O)N(c2ccc(F)cc2)C(=O)N1Cc1ccc(F)cc1 (stereo not given),102,0.5
CCOC(=O)c1[nH]c2ccccc2c1NC(=O)c1c(F)cccc1F,98,-2.3
O=C(CC(NCc1ccccc1)c1ccccc1O)NCc1ccccc1 (stereo not given),104,0.1

# Part of the list above, with each value named.
> CC1CN(C(=O)COC(=O)c2ccccc2NS(C)(=O)=O)CC(C)O1 (stereo not given)
  PV pol inh = 103 | PV pol inh FP z-score = 0.1
> O=C(CC(NCc1ccccc1)c1ccccc1O)NCc1ccccc1 (stereo not given)
  PV pol inh = 104 | PV pol inh FP z-score = 0.1
> CN1CCN(C(=O)c2cc3c(n(-c4ccccc4)c2=O)CCCC3=O)CC1
  PV pol inh = 101 | PV pol inh FP z-score = -0.2
> CCS(=O)(=O)c1ccccc1C(=O)O
  PV pol inh = 105 | PV pol inh FP z-score = 1.3

# Structural class, the entries above with a CF3 group (2)
SMILES,PV pol inh,PV pol inh FP z-score
FC(F)(F)c1ccccc1Nc1nc(-c2cccnc2)cs1,102,0.2
NC(=O)c1c(C(F)(F)F)cc(-c2ccccc2)nc1NCCO,101,-0.1

# Additional structures
SMILES,PV pol inh,PV pol inh FP z-score
CS(=O)(=O)c1ncc(Cl)c(C(=O)NCCc2ccc(S(N)(=O)=O)cc2)n1,102,0.2
CCC(=O)N1CCc2cc(Br)cc(S(=O)(=O)CCC(=O)Nc3ccc(CC)cc3)c21,103,-0.7
CCOc1ccccc1CNC(=O)CN1C(=O)CCc2cc(S(=O)(=O)N3CCCCC3)ccc21,115,2
Cc1ccc(N2CC(NC(=O)c3ccc(S(=O)(=O)N4CCOCC4)cc3)CC2=O)cc1 (stereo not given),107,0.1
Cc1ccc2[nH]cc(CCNS(C)(=O)=O)c2c1,102,0
COCCNC(=O)c1nc(-c2ccc(C(F)(F)F)cc2)no1,103,0.2
CCCSc1nc2cn(CC)nc2c(=O)n1Cc1ccccc1,102,0.5
CC(OC(=O)c1ccncc1)C(=O)Nc1ccc(Cl)cc1Cl (stereo not given),103,0.1
CCCCCCNc1nc2c(c(=O)n(C)c(=O)n2C)n1Cc1cccc(C)c1,106,0.3
O=C(C1CCC1)N1CCC(Oc2nnc(-c3ccccc3)o2)CC1,101,-0.4
COc1ccc(N=Nc2c(C)nn(-c3ccc(C)cc3)c2N)cc1OC,101,-0.1
Cc1nc2nc(C3CCN(C(=O)OC(C)(C)C)CC3)nn2c(C)c1CCC(=O)O,102,-0.1
COC(=O)C(C(C)C)N1C(=O)C2C3C=CC(C3)C2C1=O (stereo not given),103,0.3
CCOc1ccc(CCNS(=O)(=O)c2c(C)nc3sc(C)cn3c2=O)cc1OCC,113,0.9
COc1ccc(CCNC(=O)CSc2nc3nc(C)c(Cc4ccc(C)cc4)c(C)n3n2)cc1OC,104,-0.9
COc1ccccc1CNS(=O)(=O)c1c(C(=O)N2CCC(C)CC2)c(C)n(C)c1C,107,0.2
COc1ccc(OC)c(NC(=O)Cn2cnc3ccc(S(=O)(=O)N4CCC(C)CC4)cc3c2=O)c1,102,-0.7
Cc1cc(-c2nc3ncccc3o2)ccc1NC(=O)COc1cc(C)c(Cl)c(C)c1,102,-0.1
CN1/C(=C\C=N\NC(=O)CCN2CCCCC2)C(C)(C)c2ccccc21,108,0.9
Cc1ccc(N2CCn3c2nc2c3c(=O)n(CCCc3ccccc3)c(=O)n2C)cc1,102,-0.9
COc1ccc(NS(=O)(=O)c2ccc3oc(Nc4ccc(C)c(F)c4)nc3c2)cc1,100,-0.1
Cc1ccc(NC(=O)c2ccc(NC(=O)CCS(=O)(=O)c3cccs3)cc2)cc1F,101,-0.4
CCOc1ccc(N2CC(C)Cn3c2nc2c3c(=O)n(Cc3c(F)cccc3Cl)c(=O)n2C)cc1 (stereo not given),112,0.9
COc1ccc(N2CCN(CC(O)COc3ccc(C(C)C)c(C)c3)CC2)cc1 (stereo not given),106,0.3
Nc1ccccc1C(=O)NC1CCCCNC1=O (stereo not given),110,0.8
COc1ccc(-c2nc(N)n(C(=O)CCc3ccccc3)n2)cc1,103,0.4
Cn1c(CCC(=O)OCC(=O)N2CCN(S(=O)(=O)c3ccc(Cl)cc3)CC2)nc(=O)c2ccccc21,98,-0.5
CN(Cc1ccccc1)C(=O)CSc1nc2c(c(C(F)(F)F)n1)CCc1ccccc1-2,102,0.2
CC(=O)Nc1ccc(NC(=O)COCC(=O)O)cc1,103,0.3
Cc1csc(SCc2ccccc2C(=O)O)n1,103,0.3
CC(C)NS(=O)(=O)c1ccc(OCC(=O)N(C)Cc2ccccc2)cc1,101,0
CC(=O)N(c1ccccc1)C(C)C1CC1 (stereo not given),98,-0.7
Cc1ccc(C(=O)CBr)cc1C,101,-0.1
COc1ccc2c(c1)CCc1c(C(=O)NC(C)c3ccccc3)noc1-2 (stereo not given),99,-0.4
CCOC(=O)c1c(C)[nH]c(C(=O)Nc2ccc(C)cc2)c1C,113,0.6
Cc1onc(-c2ccccc2Cl)c1C(=O)c1ccccc1,100,-0.4
CCC(=O)N1CCc2cc(Br)cc(S(=O)(=O)NCCc3ccccc3Cl)c21,106,0.3
CCCCC(CC)CNC(=O)C1CCC(CNS(=O)(=O)c2cccc3nsnc23)CC1 (stereo not given),105,0.1
COC(=O)c1sc(N)c(C(=O)OC)c1CC#N,107,0.9
COCc1cc(C)nc2sc(C(=O)Nc3cc(C)ccc3F)c(N)c12,105,0
Cc1cc(C)c2oc(C(=O)Nc3c(C)n(C)n(-c4ccccc4)c3=O)cc(=O)c2c1,112,0.9
O=C(Nc1ccc2cn[nH]c2c1)c1ccc(C(F)(F)F)cc1,105,1.3
COc1ccc(-n2nc(C(=O)NCCc3ccc(Cl)cc3)c3c4ccccc4n(C)c3c2=O)cc1Cl,106,0.4
Cc1ccc(/C=N/NC(=O)CCn2nc(C)cc2C)c(C)c1,104,0.3
COc1ccc(Nc2c(-c3ccc(C)o3)nc3ccc(Cl)cn23)cc1,105,0.1
CCN1CCN(CCCNC(=O)CS(=O)(=O)Cc2nc(-c3cccc(OC)c3)oc2C)CC1,106,0
Cc1cccc(Cn2c(=O)n(-c3ccccc3C)c(=O)c3c2c2cc(C)ccc2n3C)c1,111,0.9
N#C/C(=C\c1ccccc1)C(=O)C1CC1,102,-0.1
Cc1ccc(C)c(CN2C(=O)c3ccccc3S(=O)(=O)c3ccc(C(=O)NCCCN4CCCC(C)C4)cc32)c1 (stereo not given),108,1
Cc1oc(-c2cc(Cl)ccc2Cl)cc1C(=O)O,108,0.7
O=C(NCCc1nc2ccccc2n1Cc1ccccc1)c1ccccc1,103,-0.1
Cn1c(CSc2cc(C(F)(F)F)nc3ccccc23)nnc1SCC(=O)c1ccccc1,104,0.1
COC(=O)CN1C(=O)COc2cc(S(=O)(=O)N3CCCCC3)ccc21,102,-0.2
O=C(NCCC(=O)N1CCN(c2ccccn2)CC1)Nc1ccccc1,104,0.3
COc1cc(/C=N/n2c(C)nnc2C)cc(OC)c1O,103,0
Cc1nc(S(=O)(=O)NC2CCS(=O)(=O)C2)cn1C (stereo not given),101,-0.5

# Some of the compounds tested (hit frequency here may not be typical).
